# Screening data deposited in PubChem BioAssay by several laboratories.
# ssDAF12 agonist: activators of S. stercoralis DAF-12 nuclear receptor; AID 652126; HEK293 ssDAF-12/GRIP1 lit1-tk-luc reporter, luminescence; % of 3 µM dafachronic acid response; activation, % at 6.8 µM; actives 1% (n = 370,000);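 active = activation above the mean over all tested compounds plus 3 SD, cut at about 0.9% in these data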;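 note: 0% = DMSO-only wells and 100% = 3 µM delta7-dafachronic acid wells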
# SMARCA2 act: increases SMARCA2 function in MMTV reporter cells | actives 1% (n = 370,000) | activation, % at 9.1 µM | MG213 cells, MMTV-luciferase reporter, dexamethasone, overnight; in the data active = activation above about 7.8%;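 note: 0% = vehicle wells and 100% = reference activator wells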
# NR1D1 modulator: Rev-erb alpha (human) modulation; Rev-erbα–FITC-DNA binding, fluorescence polarization, 90 min; activity, % at 10 µM; actives 0.79% (n = 370,000); AID 1259318;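 active = activity above about 14%, limit read from the data; passing the limit was not always enough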;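 note: 0% = DMSO wells with 35 nM protein and 100% = DMSO wells with 750 nM protein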
# PLC-gamma1 inh: PLC-gamma1 (human) inhibition, primary screen. P19174. purified PLC-gamma1, fluorogenic substrate, fluorescence. inhibition, % at 12.2 µM. actives 0.84% (n = 370,000); in the data active = inhibition above about 9.5%
# Target sequence (P19174 whole entry, looked up): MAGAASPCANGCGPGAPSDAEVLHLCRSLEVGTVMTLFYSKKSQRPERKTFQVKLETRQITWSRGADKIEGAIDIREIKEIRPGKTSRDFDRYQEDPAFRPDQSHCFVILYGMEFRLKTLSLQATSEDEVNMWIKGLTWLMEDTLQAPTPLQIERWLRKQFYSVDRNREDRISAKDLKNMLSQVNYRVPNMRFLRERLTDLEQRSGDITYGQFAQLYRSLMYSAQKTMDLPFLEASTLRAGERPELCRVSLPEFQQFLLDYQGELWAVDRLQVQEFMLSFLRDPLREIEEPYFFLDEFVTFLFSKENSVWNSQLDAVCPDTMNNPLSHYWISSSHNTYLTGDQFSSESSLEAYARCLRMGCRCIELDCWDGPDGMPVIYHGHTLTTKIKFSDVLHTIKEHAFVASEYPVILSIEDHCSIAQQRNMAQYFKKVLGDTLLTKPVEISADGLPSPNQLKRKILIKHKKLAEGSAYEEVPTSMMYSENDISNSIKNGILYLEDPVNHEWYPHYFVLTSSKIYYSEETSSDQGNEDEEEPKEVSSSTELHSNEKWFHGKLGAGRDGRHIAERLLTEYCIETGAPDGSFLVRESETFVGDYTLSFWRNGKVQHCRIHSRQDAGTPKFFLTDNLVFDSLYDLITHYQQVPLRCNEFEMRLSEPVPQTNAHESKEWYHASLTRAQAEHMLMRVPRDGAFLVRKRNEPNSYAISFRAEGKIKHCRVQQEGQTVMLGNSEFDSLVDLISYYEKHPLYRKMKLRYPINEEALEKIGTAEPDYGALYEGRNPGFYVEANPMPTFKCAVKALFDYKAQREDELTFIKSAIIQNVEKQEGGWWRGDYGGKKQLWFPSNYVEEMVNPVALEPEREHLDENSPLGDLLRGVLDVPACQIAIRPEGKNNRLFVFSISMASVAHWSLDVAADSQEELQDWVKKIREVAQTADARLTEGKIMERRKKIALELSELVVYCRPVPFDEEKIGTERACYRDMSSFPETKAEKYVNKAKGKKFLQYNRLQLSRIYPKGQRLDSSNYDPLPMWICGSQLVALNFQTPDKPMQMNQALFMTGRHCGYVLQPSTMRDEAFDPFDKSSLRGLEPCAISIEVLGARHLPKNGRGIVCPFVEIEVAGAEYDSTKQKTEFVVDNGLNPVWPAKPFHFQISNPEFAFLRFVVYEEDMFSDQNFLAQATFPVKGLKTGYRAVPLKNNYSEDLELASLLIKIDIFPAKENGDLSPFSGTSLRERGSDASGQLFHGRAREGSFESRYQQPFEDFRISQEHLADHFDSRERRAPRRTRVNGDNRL
# MBD2 DNA inh: blocks human MBD2 binding to methylated DNA. inhibition, % at 4.4 µM. TR-FRET, MBD2 binding to methylated oligonucleotide. actives 0.31% (n = 370,000). Q9UBB5; in the data active = inhibition above about 13%
# PLC-beta3 inh: blocks human PLC-beta3 enzyme activity; actives 0.18% (n = 370,000); Purified PLC-beta3, fluorogenic substrate, fluorescence; inhibition, % at 12.2 µM; AID 720704; in the data active = inhibition above about 11%;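 note: 0% = median of compound wells on plate and 100% = full blocker control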
# DAX1 inh-1: DAX1 (NR0B1) inhibition, primary screen. inhibition, % at 6.8 µM. HEK293T StAR-luciferase reporter, SF-1/DAX-1 repression relief. actives 1.1% (n = 370,000). AID 652010;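 active = inhibition above the mean over all tested compounds plus 3 SD, cut at about 3.6% in these data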;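 note: 0% = DAX-1 cells with DMSO and 100% = cells lacking DAX-1 with DMSO; higher inhibition means more luminescence from relief of DAX-1 repression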
# DAX1 inh-2: inhibitors of human orphan nuclear receptor DAX1 (NR0B1); HEK293 Gal4-DAX1 luciferase reporter, luminescence; inhibition, % at 6.75 µM; actives 0.99% (n = 340,000); AID 504766;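 active = inhibition above the mean over all tested compounds plus 3 SD, cut at about 4.2% in these data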;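 note: 0% = DAX1-transfected cells with DMSO and 100% = empty-vector control cells with DMSO; inhibition shows as a rise in luminescence from relieved DAX1 repression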
# ADAM17 inh: inhibits human ADAM17; actives 0.83% (n = 370,000); P78536; inhibition, % at 6.95 µM; recombinant ADAM17, EDANS/DABCYL FRET peptide cleavage; AID 720648;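 active = inhibition above the mean of compounds lying between control limits plus 3 SD, set per campaign, cut at about 8.5% in these data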;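 note: 0% = DMSO-only wells as the low control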
# hgDAF-12 ag: hgDAF-12 agonism, primary luciferase screen; actives 1.8% (n = 370,000); AID 687014; HEK293 GAL4-hgDAF12 UAS-luciferase reporter, agonist luminescence; normalized to butyrate control; activation, % at 6.8 µM;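 active = activation above a cutoff set at the mean of all screened compounds plus 3 SD, cut at about 10% in these data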;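 note: 0% = DMSO wells and 100% = sodium butyrate wells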
# hcDAF-12 act: activators of H. contortus DAF-12 nuclear receptor. activation, % at 6.8 µM. HEK293 hcDAF-12 lit1-tk-luc reporter, luminescence; 0% DMSO, 100% Δ7-dafachronic acid. actives 1.4% (n = 370,000);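 active = activation above the mean of all tested compounds plus 3 SD, cut at about 5.5% in these data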;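 note: 100% = response to 3 µM Δ7-dafachronic acid high control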
# An asterisk follows results filed as active; i = inactive; . = no result given.
SMILES	ssDAF12 agonist	SMARCA2 act	NR1D1 modulator	PLC-gamma1 inh	MBD2 DNA inh	PLC-beta3 inh	DAX1 inh-1	DAX1 inh-2	ADAM17 inh	hgDAF-12 ag	hcDAF-12 act
Nc1c(C(=O)NCc2ccccc2)sc2nc3c(cc12)C(=O)CCC3	-1.0	-1.3	-4.4	3.9	-0.9	2.4	-0.1	-0.3	-1.1	2.1	-0.2
Cc1cccc(NC(=O)c2cccc(NC(=O)c3ccccc3)c2)n1	-1.2	2.4	1.4	1.2	-3.5	-0.6	-0.3	-0.8	-2.0	-3.8	-2.3
COc1ccc(CNCCC2(O)CC(C)N(C)CC2C)cc1OC (centres undefined)	-0.6	-0.3	6.7	0.4	3.1	-4.6	0.0	1.6	-1.8	1.8	-0.9
O=C(COc1ccc(S(=O)(=O)NC2CCCCC2)cc1)NC1CCCC1	-1.3	1.7	-4.0	3.4	4.4	1.8	-1.0	1.2	-0.7	1.4	-1.0
COC(=O)[C@]12C[C@H](CC(=O)NCCc3ccccc3OC)C(=O)N(Cc3ccc(Cl)cc3Cl)C1=C[C@H](COCc1ccccc1)O[C@@H]2C	-2.2	-6.2	6.6	1.1	2.9	-5.1	-2.9	.	-1.8	-0.2	-4.3
O=C(COC(=O)c1ccc2c(c1)OCCO2)NCc1ccccc1	-1.5	-2.2	0.5	0.1	-3.9	0.1	0.2	-1.5	-1.1	-0.1	0.5
COC(C[C@@H](O)C[C@H](O)COCc1ccccc1)OC	-1.2	-0.8	-7.7	0.6	0.5	1.2	0.8	0.6	-2.3	-0.1	-0.8
O=C(NCc1ccc2c(c1)OCO2)C1CCN(S(=O)(=O)N2CCOCC2)CC1	-0.6	-2.4	-3.7	2.8	4.1	2.4	0.1	1.8	-4.0	1.4	0.1
Cc1ccc2nc(-c3ccccc3)c(Cc3cccc(Cl)c3)n2c1	-0.4	2.3	-0.3	-7.0	-7.9	-16.5	1.2	.	-14.1	7.2	0.8
Cc1ccccc1NC(=O)CSc1ccc2nnc(-c3ccccn3)n2n1	-1.0	-1.0	-2.1	-0.5	-2.6	-9.7	-2.6	-0.4	0.6	-3.4	-2.1
O=C(O)c1cccc(Nc2cc(Cl)c3nonc3c2[N+](=O)[O-])c1	-0.8	-4.6	0.6	12.9*	-16.0	3.3	-0.3	-1.3	5.5	-1.9	1.1
Cc1ccc(NC(=O)CN2CCCC2c2cccn2C)c(Br)c1 (centres undefined)	-0.9	1.8	-0.4	-0.9	0.8	-11.0	2.1	0.0	-4.6	4.2	-0.7
CN(C)CCN1C(=O)c2oc3ccccc3c(=O)c2C1c1ccc(F)cc1 (centres undefined)	-1.5	0.1	-5.2	-18.4	1.7	-24.5	-0.4	0.3	-6.6	2.0	-0.9
CC1(C)CC(=O)C2=C(C1)OC(N)=C([N+](=O)[O-])C2c1ccc(C#N)s1 (centres undefined)	-1.3	0.6	-3.4	-2.0	0.7	-11.7	-0.4	-0.5	-1.2	-0.1	-1.5
Cc1ccc(C)c(-c2cc(C(=O)Nc3sc(C)c(C)c3C(N)=O)c3ccccc3n2)c1	-2.0	-4.6	0.0	-15.9	3.4	-26.3	-1.1	-1.7	-10.1	2.5	-0.8
Cc1ccc(S(=O)(=O)c2nc(Nc3nccs3)sc2Cl)cc1	-0.8	-3.1	.	0.9	-4.4	-4.2	-1.4	-0.5	3.6	-2.5	-1.6
CCOC(=O)c1c(C)sc2c1N(C(=O)CN1CCOCC1)c1cc(Cl)ccc1S2	-1.2	-1.5	6.7	-62.1	-1.6	2.5	-0.4	-0.4	1.8	-1.5	0.4
CC1(Oc2ccc(Cl)cc2)CCN(Cc2cccn2-c2nccs2)C1 (centres undefined)	-1.6	-2.0	-6.3	1.2	-4.6	-3.0	-0.5	.	-5.6	0.2	-0.1
CCOCCCNC(=O)CCn1nc(-c2ccc(Cl)cc2)ccc1=O	-1.2	1.4	1.0	2.1	2.0	-0.3	-0.1	0.5	-2.2	0.8	-1.1
COc1ccccc1N(CC(=O)N(c1ccccc1)C(C)C)S(=O)(=O)c1cccs1	-1.6	-0.1	-2.4	8.3	-4.1	-1.6	-0.3	-0.7	1.2	1.4	-0.8
CCN1C(=O)[C@@H]2[C@@H](c3ccc(-c4ccc(OC)cc4)cc3)N3CCCC[C@@]3(C(=O)OC)[C@@H]2C1=O	-1.4	-1.2	3.2	-12.1	4.6	-14.4	-0.4	-0.4	2.3	-2.6	0.5
COc1ccc(C(=O)CCS(=O)(=O)c2ccc(C)cc2)cc1	-0.5	-1.6	4.5	-1.7	3.5	-6.7	-0.6	0.5	1.6	-1.0	0.0
O=C1N/C(=N/c2ccccn2)SC1Cc1ccccc1 (centres undefined)	-1.6	1.8	3.9	0.5	-6.3	1.5	-0.3	0.2	-2.5	0.7	-1.2
COc1cccc(-c2cnc(C(O)c3cc(C)ccc3C)[nH]2)c1 (centres undefined)	-0.3	-4.0	-2.7	-1.1	-2.6	3.2	-1.2	.	0.5	0.9	0.2
COCOc1ccc(-c2ncc(OCCN3CCCC3=O)nc2NC(=O)c2cc3ccccc3s2)cc1	-0.9	-0.9	-2.7	-3.1	-3.8	-2.3	-2.4	.	-1.4	-4.5	-1.1
Cc1nn(Cc2ccc(F)cc2)c2sc(C(=O)Nc3ccccc3N3CCOCC3)cc12	-0.8	-0.8	5.8	3.4	-0.2	3.4	0.1	-0.7	-0.5	1.8	-3.0
CC(C)OCCCNC(=O)COCC(=O)Nc1ccc(OCCc2ccccc2)cc1	-2.1	-2.8	-0.1	0.9	1.4	-3.1	-1.0	-1.4	0.4	-3.9	-2.9
Cc1ccsc1C(=O)OCC(=O)NC1CCCC(C)C1C (centres undefined)	-1.3	1.2	-0.7	-0.4	0.3	0.2	-0.5	1.4	-2.6	1.1	-2.0
COc1ccc(C2/C(=C(/O)c3ccc4c(c3)CC(C)O4)C(=O)C(=O)N2Cc2cccnc2)cc1 (centres undefined)	-0.8	-0.8	-2.5	-1.2	-2.1	-9.2	0.4	-0.9	-3.8	1.8	-0.9
CCc1ccc(NC(=S)N2CCN(c3cccc(OC)c3)CC2)cc1	-1.2	-2.3	-4.4	-0.3	4.5	-1.0	-0.4	1.4	-1.4	-0.6	0.2

# Full records from above. Order of screens: ssDAF12 agonist	SMARCA2 act	NR1D1 modulator	PLC-gamma1 inh	MBD2 DNA inh	PLC-beta3 inh	DAX1 inh-1	DAX1 inh-2	ADAM17 inh	hgDAF-12 ag	hcDAF-12 act
# `COc1ccc(C2/C(=C(/O)c3ccc4c(c3)CC(C)O4)C(=O)C(=O)N2Cc2cccnc2)cc1` (centres undefined) reads -0.8	-0.8	-2.5	-1.2	-2.1	-9.2	0.4	-0.9	-3.8	1.8	-0.9
# `CCN1C(=O)[C@@H]2[C@@H](c3ccc(-c4ccc(OC)cc4)cc3)N3CCCC[C@@]3(C(=O)OC)[C@@H]2C1=O` reads -1.4	-1.2	3.2	-12.1	4.6	-14.4	-0.4	-0.4	2.3	-2.6	0.5
# `CCOCCCNC(=O)CCn1nc(-c2ccc(Cl)cc2)ccc1=O` reads -1.2	1.4	1.0	2.1	2.0	-0.3	-0.1	0.5	-2.2	0.8	-1.1
# `COc1ccccc1N(CC(=O)N(c1ccccc1)C(C)C)S(=O)(=O)c1cccs1` reads -1.6	-0.1	-2.4	8.3	-4.1	-1.6	-0.3	-0.7	1.2	1.4	-0.8

# Next part.
SMILES	ssDAF12 agonist	SMARCA2 act	NR1D1 modulator	PLC-gamma1 inh	MBD2 DNA inh	PLC-beta3 inh	DAX1 inh-1	DAX1 inh-2	ADAM17 inh	hgDAF-12 ag	hcDAF-12 act
N#Cc1ccc(NC(=O)NN2CCCCCC2)cc1	-1.2	4.1	1.4	2.7	0.5	3.0	-1.0	1.2	-2.8	0.1	0.8
Nc1ccn([C@@H]2O[C@H](C(=O)N3CCSC3)[C@@H](O)[C@H]2O)c(=O)n1	-1.1	-3.0	-0.5	-0.5	0.2	1.2	-0.1	.	-1.6	1.1	-0.3
CC1=NN(C(N)=S)C(=O)C1N=Nc1cccc(Cl)c1 (centres undefined)	0.7	1.6	4.0	3.5	-5.1	-0.3	0.8	1.0	4.7	7.4	6.1*
CC(C)/C=C/C(=O)N1CCCC(N2CCN(c3ccccc3F)CC2)C1 (centres undefined)	-1.1	-1.1	4.7	-4.9	-4.0	-6.1	-1.1	0.7	-2.7	2.8	-1.7
C/C(=N\O)c1ccn(S(=O)(=O)c2ccc(Cl)cc2)c1	-1.6	-1.3	0.8	-2.2	-0.5	-6.5	0.0	-1.3	0.6	-1.1	0.8
N#C/C(=C\c1ccccc1)C(=O)NNS(=O)(=O)c1ccc(Br)cc1	-1.1	-5.4	1.9	-5.4	-6.6	-1.7	0.1	-1.0	3.2	0.9	-0.6
COc1ccccc1CNc1ncnc2c1nnn2Cc1ccccc1	-1.0	-2.6	0.5	2.3	-2.6	3.4	-0.7	0.3	-1.4	3.4	-1.4
N#C/C(=C\c1ccccc1)C(=O)N(c1ccccn1)C1CCCCC1	-0.2	-2.2	-1.0	-3.8	-0.2	-3.0	-0.4	-0.2	-2.2	1.6	-1.1
COc1ccc2cc(C(=O)C3CCCN(C(=O)c4cncs4)C3)ccc2c1 (centres undefined)	-0.9	0.4	-0.2	i	1.1	i	-0.3	0.6	i	0.4	-1.6
Cc1cc(N2C(=O)C(O)=C(C(=O)c3ccco3)C2c2ccccc2F)no1 (centres undefined)	-1.3	-2.0	-3.8	-37.4	-1.2	-63.6	0.5	-0.2	-4.4	-0.5	0.1
CCOC(=O)Nc1ccc2c(c1)N(C(=O)CCN(CC)CC)c1ccccc1CC2	-1.0	-3.2	1.3	-4.0	0.3	-6.0	0.2	0.0	-1.6	-0.4	0.6
CC1C(c2ccccc2)C(C#N)(C#N)C2(C#N)C(=O)NC1(N)C2C (centres undefined)	-1.0	0.6	-4.5	-1.0	6.2	-1.4	0.1	3.1	-5.3	-1.3	-1.9
COc1ccccc1C(=O)Nc1ccc(N2CCN(C(C)=O)CC2)cc1	-1.8	-1.4	-3.6	-1.2	4.2	-1.0	0.1	-0.5	-0.6	-0.4	-1.4
O=S(=O)(Nc1ccc2nc(C(F)(F)F)[nH]c2c1)c1ccccc1	-1.8	-4.3	1.0	1.1	-5.2	6.2	-1.3	-1.9	2.9	-2.9	-2.3
Cc1ccc(-n2c(C)cc(/C=N/NC(=O)CC3(C)OCCO3)c2C)cc1	-0.3	-5.6	0.5	-12.4	2.5	-13.6	-0.5	0.7	-6.7	4.4	-1.3
CC(=O)NCCNC(=O)c1cccc(NS(=O)(=O)c2ccc3c(c2)OCCO3)c1	0.1	-0.7	0.8	-0.3	-5.2	-4.1	1.1	-0.1	-0.9	2.6	0.0
CN(C)CCCOC(=O)N1c2ccccc2C=Cc2ccccc21	-1.6	0.2	1.3	3.6	3.8	-3.0	0.0	0.1	-3.4	-0.2	-1.4
CCOC(=O)[C@@]12CCC3=C1N(CCC3)C(=O)[C@H](CC(=O)NCCCN1CCCC1=O)C2	-0.6	-0.3	0.1	1.3	-3.5	5.2	-0.6	.	-2.5	0.8	-1.0
